Efflux pump inh: inhibitors of Candida antifungal efflux pumps expressed in yeast; S. cerevisiae Candida pump triplex, Nile Red efflux; inhibition, % at 10 µM; 330,000 tested, 0.44% active; AID 485275;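 active means plate passing quality check with inhibition over a set limit, or well fluorescence over plate mean plus 4 SD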;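 further: Nile Red retained in pooled yeast measured as flow cytometry median fluorescence; 0% = buffer negative control and 100% = Enniatin B positive control; higher means more Nile Red kept so more efflux inhibition; some compounds called inactive have numbers as strong as hits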
* marks the source's active call; other numbers are inactive results.

| Efflux pump inh | structure |
| --- | --- |
| 0.6 | COc1ccc(OC)c(C(=O)N(C[C@H]2CC[C@@H]([C@@H]3CC[C@H](CO)O3)O2)C(C(=O)NC(C)(C)C)c2ccc(-c3ccccc3)cc2)c1 (stereo not given in full) |
| 0.2 | CC[C@]12c3[nH]c4ccc(OC)cc4c3CCN1C(=O)C(CC(=O)NCc1cccc(C(F)(F)F)c1)C[C@@H]2C(=O)N1CCN(C(=O)c2ccco2)CC1 (stereo not given in full) |
| -0.1 | COc1ccc2[nH]c3c(c2c1)CCN1C(=O)C(CC(=O)NCCc2ccccn2)C[C@H](C(=O)N2CCCCC2)[C@@]31C (stereo not given in full) |
| -0.3 | COC(=O)[C@@]1(C)[C@H]2C(=O)N(Cc3ccccc3)C(=O)[C@H]2[C@H]2CN=C(SCc3ccc(C#N)cc3)N21 |
| 0.1 | CCN1C(=O)[C@H]2[C@H]3CN=C(SCc4ccc(C)cc4)N3[C@@](Cc3ccccc3)(C(=O)OC)[C@H]2C1=O |
| -0.2 | CCOC(=O)C1Oc2ccccc2C(c2ccoc2)=C1C(=O)OC (stereo not given) |
| 0.1 | COCC(=O)N[C@@H]1c2cc(OC)c(OC)cc2C[C@H]1OCc1ccccc1 |
| -0.3 | O=C1c2cc(Br)ccc2OC2C=CC=CC12 (stereo not given) |
| 0.2 | COc1ccc(-c2c(C)cc3oc(=O)cc(-c4ccccc4)c3c2C)cc1C=O |
| -0.3 | N#Cc1ccc(N[C@@H]2CCN3C(=O)c4ccccc4[C@@H]3C[C@H]2O)cc1 |
| 0.0 | CC[C@]12c3[nH]c4ccc(Cl)cc4c3CCN1C(=O)[C@@H](CC(=O)NCCC1=CCCCC1)C[C@@H]2C(=O)N1CCN(C(=O)c2ccco2)CC1 |
| 0.3 | CCN(CC)C(=O)[C@H]1C[C@H](CC(=O)NC/C=C(\C)CCC=C(C)C)C(=O)N2CCc3c([nH]c4cc(CCC(=O)N(C)C)ccc34)[C@]12C |

Brought forward from above: six compounds, then new ones.
| Efflux pump inh | structure |
| --- | --- |
| 0.1 | COCC(=O)N[C@@H]1c2cc(OC)c(OC)cc2C[C@H]1OCc1ccccc1 |
| -0.3 | O=C1c2cc(Br)ccc2OC2C=CC=CC12 (stereo not given) |
| 0.2 | COc1ccc(-c2c(C)cc3oc(=O)cc(-c4ccccc4)c3c2C)cc1C=O |
| -0.3 | N#Cc1ccc(N[C@@H]2CCN3C(=O)c4ccccc4[C@@H]3C[C@H]2O)cc1 |
| 0.0 | CC[C@]12c3[nH]c4ccc(Cl)cc4c3CCN1C(=O)[C@@H](CC(=O)NCCC1=CCCCC1)C[C@@H]2C(=O)N1CCN(C(=O)c2ccco2)CC1 |
| 0.3 | CCN(CC)C(=O)[C@H]1C[C@H](CC(=O)NC/C=C(\C)CCC=C(C)C)C(=O)N2CCc3c([nH]c4cc(CCC(=O)N(C)C)ccc34)[C@]12C |
| -0.1 | O=C(Cc1ccccc1)N1O[C@H]2C=C[C@@H]1CC2 |
| -0.1 | COCCCNC(=O)CC1C[C@H](C(=O)N(C(C)C)C(C)C)[C@@]2(C)c3[nH]c4ccc(OC)cc4c3CCN2C1=O (stereo not given in full) |
| -0.2 | COc1ccccc1C1CC(=O)Oc2cc(C)c(Cl)cc21 (stereo not given) |
| 0.5 | CC(C)N(C(=O)[C@H]1C[C@H](CC(=O)NCC23CC4CC(CC(C4)C2)C3)C(=O)N2CCc3c([nH]c4cc(-c5ccco5)ccc34)[C@]12C)C(C)C |
| -0.2 | CN(C)CCCNC(=O)C[C@H]1C[C@H](C(=O)N2CCCCC2)[C@@]2(C)c3[nH]c4ccc(Cl)cc4c3CCN2C1=O |
| 0.0 | COCCCNC(=O)C[C@H]1C[C@H](C(=O)N2CCOCC2)[C@@]2(CCC3CCCC3)c3[nH]c4cc(CCC(=O)N(C)C)ccc4c3CCN2C1=O |
| -0.5 | Nc1ncnc2c1ncn2[C@@H]1O[C@H](CNS(=O)(=O)c2ccc(-c3ccno3)s2)[C@@H](O)[C@H]1O |
| 0.4 | CC[C@@H]1C(c2cccc(C)c2)=NN(c2ccccc2)[C@H]1C(=O)N1CCOC1=O |
| 0.1 | COc1cc(OC)c2c(-c3cccc(-c4ccoc4)c3)cc(=O)oc2c1 |
| 0.4 | CCN(CC)C(=O)[C@H]1C[C@H](CC(=O)NCc2ccc(OC)c(OC)c2)C(=O)N2CCc3c([nH]c4ccc(Cl)cc34)[C@]12C |
| -0.1 | O=C(C[C@H]1C[C@H](C(=O)N2CCCCC2)[C@@]2(CCc3ccccc3)c3[nH]c4ccc(Cl)cc4c3CCN2C1=O)NCCN1CCOCC1 |
| 0.4 | COc1ccc(CC(=O)N[C@@H]2c3cc(OC)c(OC)cc3C[C@H]2OCc2ccccc2)cc1 |

Single values from the list.
Reading of CC(C)N(C(=O)[C@H]1C[C@H](CC(=O)NCC23CC4CC(CC(C4)C2)C3)C(=O)N2CCc3c([nH]c4cc(-c5ccco5)ccc34)[C@]12C)C(C)C under Efflux pump inh: 0.5
Reading of CN(C)CCCNC(=O)C[C@H]1C[C@H](C(=O)N2CCCCC2)[C@@]2(C)c3[nH]c4ccc(Cl)cc4c3CCN2C1=O under Efflux pump inh: -0.2

New compounds follow.
| Efflux pump inh | structure |
| --- | --- |
| 0.5 | CN(C)C(=O)CCc1ccc2c3c([nH]c2c1)[C@]1(CCC2CCCC2)[C@@H](C(=O)N2CCOCC2)C[C@H](CC(=O)NCc2ccco2)C(=O)N1CC3 |
| -0.2 | OC[C@@H]1[C@@H](c2ccc(F)cc2)C(c2cccc(Cl)c2)=NN1c1ccccc1 |
| 0.1 | COc1ccc(-c2noc(CCC(=O)N3CCN(c4cccc(C)c4)CC3)n2)cc1 |
| -0.1 | O=C1[C@@H](Oc2ccccc2)[C@@H](c2ccncc2)N1c1ccccc1 |
| 0.5 | Cc1cccc([C@H]2[C@@H]3C=CCC[C@@H]3C(=O)N2Cc2ccccc2)c1 |
| -0.1 | CC(C)[C@H]1COCCS(=O)(=O)N1Cc1ccccc1-c1ccc(C(C)(C)C)cc1 |
| 0.1 | CCOC(=O)C1=CNS(=O)(=O)NC1c1ccc(Br)cc1F (stereo not given) |
| -0.1 | COc1cc(OC)c2ccc(=O)oc2c1C(CCN1CCOCC1)c1ccc2c(c1)OCO2 (stereo not given) |
| 0.1 | O=C(C[C@H]1C[C@H](C(=O)N2CCCCC2)[C@@]2(CCc3ccccc3)c3[nH]c4ccc(Cl)cc4c3CCN2C1=O)NCc1ccco1 |
| 0.1 | COc1cc(C2CC(=O)Oc3cc4c(cc32)OCO4)cc(OC)c1OC (stereo not given) |
| -0.2 | Cc1ccc(S(=O)(=O)N2C/C=C\CN(S(=O)(=O)c3ccccc3Br)CC2)cc1 |
| 0.4 | CN(C)C(=O)CCc1ccc2c3c([nH]c2c1)[C@]1(CCC2CCCC2)[C@@H](C(=O)N2CCOCC2)C[C@H](CC(=O)NCCC2=CCCCC2)C(=O)N1CC3 |
| 0.0 | CC#CCN1C=C(C(=O)OCC)C(C)N(Cc2ccc(Br)cc2)S1(=O)=O (stereo not given) |
| 0.2 | COc1cc2c(c(OC)c1OC)C(c1ccc3c(c1)OCO3)CC(=O)O2 (stereo not given) |
| -0.2 | COc1ccc(CN2C[C@]3(CO)O[C@@H](CO)C[C@@H]3S2(=O)=O)cc1 |
| 0.4 | CC[C@]12c3[nH]c4ccc(OC)cc4c3CCN1C(=O)C(CC(=O)NCC13CC4CC(CC(C4)C1)C3)C[C@@H]2C(=O)N1CCN(C(=O)c2ccco2)CC1 (stereo not given in full) |
| 0.2 | CCOC(=O)C1=CN(CC)S(=O)(=O)NC1c1cccc(OC)c1 (stereo not given) |
| -0.4 | Cc1ccc(NC(=O)c2ncn(CC(=O)NCc3nc4ccccc4[nH]3)n2)cc1C |
| 0.4 | COCCCNC(=O)C[C@H]1C[C@H](C(=O)N2CCOCC2)[C@@]2(C)c3[nH]c4cc(-c5ccco5)ccc4c3CCN2C1=O |
| -0.4 | NCC(=O)NCC(=O)NC[C@H]1O[C@@H](n2cnc3c(N)ncnc32)[C@H](O)[C@@H]1O |
| 0.4 | CC(C)=CCC/C(C)=C/CNC(=O)C[C@H]1C[C@H](C(=O)N2CCOCC2)[C@@]2(CCC3CCCC3)c3[nH]c4cc(-c5ccco5)ccc4c3CCN2C1=O |
| -0.1 | CC[C@]12c3[nH]c4cc(CCC(=O)N(C)C)ccc4c3CCN1C(=O)[C@@H](CC(=O)NCCCOC)C[C@@H]2C(=O)N1CCN(C(=O)C2CC2)CC1 |
| 0.4 | COc1ccc(-c2cc(CCC(=O)N3CCN(c4cc(C)ccc4C)CC3)[nH]n2)cc1 |
| -0.2 | COc1cc2c(cc1OC)[C@@H](NC(=O)COc1ccccc1)[C@H](OCc1ccccc1)C2 |
| 0.0 | COc1ccc2[nH]c3c(c2c1)CCN1C(=O)C(CC(=O)NCCC2=CCCCC2)C[C@H](C(=O)N2CCOCC2)[C@@]31C (stereo not given in full) |
| 0.2 | CCOC(=O)C1=CN(Cc2cccc(F)c2)S(=O)(=O)NC1c1cccc(OC)c1 (stereo not given) |
| 0.3 | CC[C@]1(C(=O)OC)[C@H]2C(=O)N(Cc3ccccc3)C(=O)[C@H]2[C@H]2CN=C(SCC3CC3)N21 |
| -0.2 | CC[C@]12c3[nH]c4cc(CCC(=O)N(C)C)ccc4c3CCN1C(=O)[C@@H](CC(=O)NCCC1=CCCCC1)C[C@@H]2C(=O)N1CCN(C(=O)c2ccco2)CC1 |
| -0.2 | C=CCN1CCS(=O)(=O)N(Cc2ccccc2)[C@@H](C(C)C)C1=O |
| -0.3 | COc1ccccc1[C@@H]1C(c2ccccc2)=NN(c2ccc(Br)cc2)[C@H]1C(=O)N1CCOC1=O |
| 0.7 | O=C(Cc1ccc(F)cc1)N[C@@H]1c2ccccc2CC[C@H]1OCc1ccccc1 |
| -0.1 | CCOC(=O)C1=CN(Cc2ccco2)S(=O)(=O)N(C)C1c1cccc(OC)c1 (stereo not given) |
| -0.1 | Cc1ccc(CC(NC(=O)C2CCCCC2)C(=O)O)cc1 (stereo not given) |
| -0.2 | Cc1ccc(C)c(N2CCN(C(=O)CCc3nc(-c4ccccc4C)no3)CC2)c1 |
| -0.3 | C=CS(=O)(=O)N(Cc1ccc(Cl)c(Cl)c1)C[C@@H](O)CO |
| 0.4 | CCN(CC)C(=O)[C@H]1C[C@H](CC(=O)NCCC2=CCCCC2)C(=O)N2CCc3c([nH]c4ccc(Cl)cc34)[C@]12C |
| 0.2 | CCN1C[C@@H]2[C@@H]3C(=O)N(Cc4ccccc4)C(=O)[C@@H]3[C@](C)(C(=O)OC)N2C1=NC |
| -0.4 | CN(C)C(=O)CCc1ccc2c3c([nH]c2c1)[C@]1(C)[C@@H](C(=O)N2CCOCC2)C[C@H](CC(=O)NCCN2CCOCC2)C(=O)N1CC3 |
| 0.1 | COc1ccc2[nH]c3c(c2c1)CCN1C(=O)C(CC(=O)NCC24CC5CC(CC(C5)C2)C4)C[C@H](C(=O)N2CCOCC2)[C@@]31C (stereo not given in full) |
| 0.1 | CCOC(=O)C1C(C(=O)OC)=C(c2ccc(F)cc2)c2ccccc2N1S(=O)(=O)C(F)(F)F (stereo not given) |
| 0.0 | CC(O)CC(=O)NOCc1ccccc1 (stereo not given) |
| -0.1 | CC(C)(C)NC(=O)C(c1ccc(-c2ccccc2)cc1)N(C[C@H]1CC[C@@H]([C@@H]2CC[C@H](CO)O2)O1)C(=O)c1ccccc1F (stereo not given in full) |
| -0.3 | CCOC(=O)C1=CN(Cc2cccc(F)c2)S(=O)(=O)N(CC)C1c1cccc(OC)c1 (stereo not given) |
| -0.1 | COc1ccc(C2CC(c3cccc(F)c3)=NN2c2ccc(S(N)(=O)=O)cc2)cc1 (stereo not given) |
| 0.4 | CC[C@]12c3[nH]c4cc(-c5ccco5)ccc4c3CCN1C(=O)[C@@H](CC(=O)NCCN1CCOCC1)C[C@@H]2C(=O)N1CCN(C(=O)c2ccco2)CC1 |
| 0.3 | COC(=O)[C@@]1(C)[C@H]2C(=O)N(Cc3ccccc3)C(=O)[C@H]2[C@H]2CN=C(SCc3ccccc3)N21 |
| 0.1 | CCCCNc1ccc(C(F)(F)F)cc1S(=O)(=O)NCCc1ccc(F)cc1 |
| 0.0 | COc1cc2oc(=O)cc(-c3ccc(-c4ccc(CO)cc4)cc3)c2c(OC)c1OC |
| -0.1 | CC[C@]12c3[nH]c4ccc(OC)cc4c3CCN1C(=O)C(CC(=O)NCc1ccc(OC)c(OC)c1)C[C@@H]2C(=O)N1CCN(C(=O)C2CC2)CC1 (stereo not given in full) |
| 0.2 | CC(C)N(C(=O)[C@H]1C[C@H](CC(=O)NCC23CC4CC(CC(C4)C2)C3)C(=O)N2CCc3c([nH]c4ccc(Cl)cc34)[C@]12C)C(C)C |
| -0.3 | CCOC(=O)C1=C(C)N(C[C@@H]2CC[C@@H](Cc3ccc(-c4ccccc4)cc3)O2)C(=O)NC1C1CC1 (stereo not given in full) |
| 0.1 | O=C1OCCN1C(=O)[C@H]1[C@H](c2ccccc2)C(c2ccc(F)cc2)=NN1c1ccc(Br)cc1 |
| 0.0 | CN=C1N(C)C[C@@H]2[C@@H]3C(=O)N(C)C(=O)[C@@H]3[C@](Cc3ccccc3)(C(=O)OC)N12 |
| 51.9* | COc1ccc(-c2sc3ccc(OC)cc3c2-c2ccc(OCCN3CCOCC3)cc2)cc1 |
| -0.4 | Cc1cc(N2O[C@H]3C=C[C@@H]2C3)no1 |
| -0.1 | COc1cc(C2CC(=O)Oc3cc(C)cc(C)c32)cc(OC)c1OC (stereo not given) |
| -0.1 | O=C1c2ccccc2N[C@@H]2C=CC[C@@H]2N1O |
| -0.3 | O=C1C[C@@H]2CCN3C(=O)CCC[C@@H]([C@H]23)[C@H]1Cc1ccccc1 |
| -0.2 | COC(=O)[C@@]1(C)[C@H]2C(=O)N(C)C(=O)[C@H]2[C@H]2CN=C(SCc3ccccc3)N21 |

A portion of the library, so the mix of outcomes need not match the whole.
